Source: PubChem BioAssay
FadD28 FP inh: M. tuberculosis FadD28 bisubstrate binding inhibition | FadD28 bisubstrate probe binding, fluorescence polarization | AID 588549 | hit rate 0.22% among 360,000 | inhibition, % at 12.5 µM; in the data active = inhibition above about 8.5%, passing the limit was not always enough; inconclusive = no clear call, values can overlap the other calls
Anthrax LF prot: inhibitors of Bacillus anthracis lethal factor protease | multiplex microsphere protease cleavage assay, LF | inhibition, % at 10 µM | hit rate 0.12% among 360,000; note: plate controls were buffer without enzyme for full effect and enzyme alone for no effect
Target sequence (P15917 whole entry, looked up): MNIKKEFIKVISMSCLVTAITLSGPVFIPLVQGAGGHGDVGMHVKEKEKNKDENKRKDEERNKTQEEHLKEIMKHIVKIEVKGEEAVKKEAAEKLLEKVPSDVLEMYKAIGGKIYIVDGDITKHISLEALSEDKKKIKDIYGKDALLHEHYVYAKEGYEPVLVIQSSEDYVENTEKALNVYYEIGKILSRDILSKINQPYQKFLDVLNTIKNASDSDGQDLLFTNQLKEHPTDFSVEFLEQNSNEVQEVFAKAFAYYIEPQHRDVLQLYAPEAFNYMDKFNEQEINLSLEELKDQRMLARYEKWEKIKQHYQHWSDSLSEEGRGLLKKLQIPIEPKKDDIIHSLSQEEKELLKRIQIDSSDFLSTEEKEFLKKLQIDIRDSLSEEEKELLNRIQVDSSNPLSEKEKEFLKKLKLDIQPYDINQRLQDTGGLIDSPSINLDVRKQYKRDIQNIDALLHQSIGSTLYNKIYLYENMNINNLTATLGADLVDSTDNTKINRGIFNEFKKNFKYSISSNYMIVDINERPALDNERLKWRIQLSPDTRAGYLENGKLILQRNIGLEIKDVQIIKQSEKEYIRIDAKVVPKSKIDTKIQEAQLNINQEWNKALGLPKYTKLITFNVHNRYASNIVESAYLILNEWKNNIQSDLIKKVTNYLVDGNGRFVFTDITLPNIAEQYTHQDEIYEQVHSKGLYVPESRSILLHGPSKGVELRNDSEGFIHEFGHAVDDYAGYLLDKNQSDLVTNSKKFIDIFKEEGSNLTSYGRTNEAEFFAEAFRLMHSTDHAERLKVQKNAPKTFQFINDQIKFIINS
TcdB GH inh: inhibitors of Clostridioides difficile toxin B glycohydrolase | hit rate 0.24% among 350,000 | inhibition, % at 9.99 µM | AID 652162 | TcdB glycohydrolase enzymatic assay, plate reader; in the data active = inhibition above about 10%
PrPC TRFRET: inhibitors of human cell surface prion protein PrPC | P04156 | TR-FRET read-out | inhibition, % at 13.8 µM | hit rate 0.43% among 370,000; in the data active = inhibition above about 24%; note: 0% = median of the test wells and 100% = reference compound wells
PfHsp40 yeast: restores yeast growth despite PfHsp40 toxicity | S. cerevisiae expressing PfHsp40, growth rescue, ATP luminescence | growth rescue, % at 12.5 µM | hit rate 0.68% among 340,000 | AID 504582; in the data active = growth rescue above about 28%, passing the limit was not always enough; inconclusive = no clear call, values can overlap the other calls;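 note: yeast W303a lacking pdr1 and pdr3 grown in galactose medium; growth measured after three days at 30 °C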
Yp Topo-I inh: inhibitors of Yersinia pestis topoisomerase I | Y. pestis Topo-I cleavage product accumulation, plate reader | activity, % at 10 µM | hit rate 0.064% among 360,000; in the data active = activity above about 50%, passing the limit was not always enough; inconclusive = no clear call, values can overlap the other calls; note: inactives centre near 2
BoNT-A LC inh2: inhibitors of Botulinum neurotoxin A light chain protease | multiplex microsphere protease substrate cleavage, flow cytometry | inhibition, % at 10 µM | hit rate 0.17% among 360,000 | AID 588499; note: plate controls were buffer without enzyme for full effect and enzyme alone for no effect
BoNT F protease: blocks Botulinum neurotoxin F light chain protease. hit rate 0.22% among 360,000. inhibition, % at 10 µM. Multiplex microsphere protease cleavage assay, flow cytometry; in the data active = inhibition above about 35%, passing the limit was not always enough; inconclusive = no clear call, values can overlap the other calls; note: plate controls were buffer without enzyme for full effect and enzyme alone for no effect
CCHF vOTU inh: CCHFV vOTU protease inhibition | Pep-AMC fluorescence | inhibition, % at 11.5 µM | hit rate 0.55% among 370,000; in the data active = inhibition above about 30%; note: 0% = vehicle wells with enzyme and 100% = no enzyme wells
The depositor's hits bear a star; ? = inconclusive; / = not tested or not shown. Cut-off read from the data, not from the text of the source, unless noted: active = inhibition above about 30%; inconclusive = no clear call, values can overlap the other calls; inactive = below that.

SMILES	FadD28 FP inh	Anthrax LF prot	TcdB GH inh	PrPC TRFRET	PfHsp40 yeast	Yp Topo-I inh	BoNT-A LC inh2	BoNT F protease	CCHF vOTU inh
Cc1csc(NC(=O)C2CCCN(S(=O)(=O)c3cnc[nH]3)C2)n1 (stereo not drawn)	3.0	1.7	1.5	-8.2	-0.3	-4.1	0.5	-1.8	5.2
Cn1c2ccccc2c2nnc(SCC(=O)NCc3ccoc3)nc21	-0.2	0.2	0.1	-15.2	0.1	0.5	-1.2	2.7	7.2
CCOCCCn1c(SCC(=O)Nc2cc(C(C)(C)C)nn2-c2ccccc2)nc2ccccc2c1=O	-1.0	-1.0	/	-4.3	0.0	0.5	-0.2	-0.1	-5.6
CCOc1cc(NC(=S)NCCCN2CCOCC2)c(OCC)cc1NC(=O)c1ccco1	1.4	-2.9	0.8	-2.7	-1.5	4.4	-1.7	-10.7	3.0
CCOC(=O)C(c1c(O)c2ccccc2oc1=O)c1c(O)c2ccccc2oc1=O	-5.3	-2.8	-1.0	20.6	/	-4.4	-0.7	-2.5	8.9
Cc1ccc(-c2noc(-c3ccccc3F)n2)cc1	-2.6	0.4	-1.0	0.1	13.7	-6.0	1.0	-0.1	12.0
CN1CCN(c2ccc(S(=O)(=O)N3CCCCC3)cc2NC(=O)CCc2ccccc2)CC1	-1.2	0.0	3.0	-4.6	-2.0	-1.6	-1.4	-1.8	-1.3
Cc1ccc(C(=O)Nc2ccc(Cl)cc2C(=O)c2ccccc2)cc1	1.3	-1.0	/	-8.2	1.1	-0.3	1.0	-3.8	13.0
CCc1cc2c(SCC(=O)N(C)C3CCS(=O)(=O)C3)ncnc2s1 (stereo not drawn)	-2.1	-1.3	1.2	2.2	0.8	-10.7	0.4	2.3	3.0
Cc1c(CCC(=O)NCCCC(=O)O)c(=O)oc2cc3oc4c(c3cc12)CCCC4	-1.3	14.7	1.6	-0.2	1.0	19.0	-0.5	-14.7	-4.7
CC(OC(=O)C1=COCCO1)C(=O)Nc1ccc(Oc2ccccc2)cc1 (stereo not drawn)	-3.1	-5.7	/	-3.9	2.3	11.8	1.1	?	7.2
CCCS(=O)(=O)N1CCC(C(=O)NCc2ccccc2Cl)CC1	-0.4	-4.2	/	-1.4	-0.8	-1.5	-0.6	-9.9	0.3
CC(=O)c1ccc(N2CCN(C(=O)c3ccccc3SCC(=O)NCc3ccco3)CC2)c(F)c1	-0.9	0.7	-1.0	2.3	-1.9	21.1	0.3	3.8	-4.7
CC(=O)O[C@@H]1/C=C/[C@](C)(O)C[C@@H](C)C/C=C/[C@H]2[C@H](O)[C@@](C)(O)[C@@H](C)[C@H]3[C@H](Cc4ccccc4)NC(=O)[C@@]312	-0.6	-2.1	/	/	/	-2.2	-0.4	1.8	/
C[C@H](NC(=O)c1ccccc1F)C(=O)N1CCC2(CC1)NCCc1[nH]cnc12	-3.0	-0.7	2.1	3.8	-1.3	6.3	-0.2	4.2	11.4
CC(C)(C)c1ccc(C(=O)c2c[nH]c(C(=O)NCc3cccs3)c2)cc1	-0.2	-1.8	/	6.8	-0.6	4.4	-0.5	-7.9	10.9
Cc1ccc(CNC(=O)C2CCCN(S(=O)(=O)c3ccc(F)cc3)C2)cc1 (stereo not drawn)	0.8	-1.4	2.6	6.6	1.9	-6.3	0.2	-1.8	-8.8
O=C(Cn1ccc(=O)[nH]c1=O)c1ccc([N+](=O)[O-])o1	3.0	-6.9	0.4	4.4	/	15.5	-0.1	-1.0	4.8
CC(C)OC(=O)C(C)Nc1n[nH]c(=S)[nH]c1=O (stereo not drawn)	1.0	2.9	0.2	7.5	-0.5	-6.3	-1.4	-0.3	4.9
CCC(C)c1ccccc1N1CC(C(=O)NCCC2=CCCCC2)CC1=O (stereo not drawn)	-4.1	-5.1	0.9	-2.1	-0.9	26.8	0.2	-13.5	-1.1
Cc1ccc(C(=O)COC(=O)c2cn3ccccc3n2)cc1	-1.4	-5.6	-0.6	13.2	1.0	-9.2	-0.8	-5.5	-4.3
COc1ccc(-n2c(=S)[nH]c3cc(C(=O)Nc4ccc(OC)c(OC)c4)ccc3c2=O)cc1	-1.6	3.2	/	0.4	0.6	20.5	0.3	4.6	-15.2
CCOc1ccc(NC(=O)Nc2nnc(CC)s2)cc1	-1.2	0.1	/	3.5	-0.5	6.9	0.4	-6.8	5.2
CCc1ccc(/C=C2\SC(=S)N(CCC(=O)NCCCN3CCOCC3)C2=O)cc1	-0.2	1.1	0.6	9.8	-0.9	32.2	-3.1	-5.0	9.4
Cc1cc(C)n(-c2ccc(Cl)c(C(=O)Nc3cc(C(F)(F)F)ccc3Cl)n2)n1	0.0	2.9	/	-7.3	-0.9	-2.0	0.2	-3.8	6.0
Cc1ccc(CC(NC(=O)c2ccccc2)C(=O)N2CCCC2C(=O)O)cc1 (stereo not drawn)	0.7	-2.0	/	2.5	1.5	4.4	-1.4	-10.5	1.9
O=C(C1CCN(S(=O)(=O)c2cnc[nH]2)CC1)N1CCN(Cc2ccc3c(c2)OCO3)CC1	-4.1	/	/	3.3	-0.6	-10.5	/	/	-8.4
CCCC(=O)Nc1c2c(nn1-c1ccccc1)CSC2	-0.4	1.4	0.2	4.1	-0.8	-2.3	2.6	4.8	-7.6
N#Cc1cnn(Cc2ccc(Cl)cc2)c1N	-1.0	-4.1	/	5.9	-0.5	-9.0	-1.6	-2.8	3.9
COC(=O)C1=C(c2ccccc2OCc2ccccc2)C[C@@H]2CC[C@H]1N2C(=O)NCCOc1ccccc1Cl	-5.0	-6.8	0.7	6.6	5.3	21.5	-1.0	2.2	8.5
CCN(C[C@H]1N[C@@](C)(C(=O)OC)[C@H]2C(=O)N(C)C(=O)[C@@H]12)C(=O)c1ccc(C(C)(C)C)cc1	-1.5	-4.7	2.3	-3.3	1.0	-7.2	-0.3	-2.6	7.9
C=CCc1cc(Cl)ccc1OCCCNCCO	-2.1	-0.5	0.5	2.1	-0.9	-8.9	0.1	-1.6	2.9
OC(CNCc1ccccc1)c1ccc(Cl)cc1 (stereo not drawn)	-2.6	-5.4	1.9	-2.6	0.6	-0.2	0.1	-15.3	13.2
Nc1ncnc2c1ncn2C1CCCC(CO)O1 (stereo not drawn)	-2.5	1.0	0.0	2.4	2.6	2.3	-0.7	-5.1	13.6
CNC(=O)COC(=O)c1cc(NC(=O)c2ccco2)c(OC)c(OC)c1	-4.5	1.3	/	-8.7	1.5	2.8	1.0	?	16.1
COc1ccc(NC(=O)C2CCCN(C(=O)NC3CCCCC3)C2)cc1OC (stereo not drawn)	-1.9	-18.4	/	-0.1	6.3	-4.6	?	-9.5	0.2
C=CCNC(=S)Nc1cccc2ccccc12	-2.4	-1.6	/	-2.9	0.4	-8.0	0.7	2.1	-10.4
CCCOc1ccc(C(CC(=O)O)NC(=O)CC(c2ccccc2)c2ccccc2)cc1 (stereo not drawn)	-2.2	-4.7	-5.9	16.1	1.0	15.9	-1.4	-1.8	14.2
Cc1ncc(S(=O)(=O)C(C)(C)C)c(N)n1	-0.2	-2.8	-1.9	2.9	-1.4	6.7	-0.2	-16.2	4.0
CCCn1c(NC(=S)Nc2ccccc2)nc2ccccc21	2.0	-2.6	/	4.3	?	2.6	-0.5	-6.4	8.0
CCCC(=O)Nc1ccc(-c2cn3cccnc3n2)cc1	-2.9	-1.2	-0.3	-8.2	0.7	1.3	0.6	-10.0	-400.5
Clc1cccc(-c2nnc(-c3ccccc3)o2)c1	-3.9	-3.5	/	-9.6	0.5	11.3	0.5	-5.7	8.4
Cc1ccc(NC(=O)COc2cccc(-n3cnnn3)c2)cc1[N+](=O)[O-]	-4.6	3.2	0.8	2.0	-0.6	-2.3	1.1	-9.1	11.2
Cn1nccc1C(=O)NC(=S)Nc1sc2c(c1C#N)CCCCC2	-2.0	-0.5	/	-2.0	0.1	7.7	-0.6	-10.1	-9.1
CC1(C)N=C(N)NC(Nc2ccccc2Cl)=N1	-3.1	-7.6	-0.9	5.3	-2.2	-11.7	1.4	-11.0	-2.2
COc1ccc(-c2cc(C(F)F)n3ncc(C(=O)NCC4CCCO4)c3n2)cc1 (stereo not drawn)	-1.7	5.9	/	-9.2	-0.3	0.4	0.9	3.5	-18.9
Cc1cc(C)c(S(=O)(=O)Nc2ccc(O)c(Sc3ncn[nH]3)c2)c(C)c1	-2.9	-0.5	-19.3	4.5	-0.8	-0.1	-0.2	2.8	1.3
NC(=O)CSc1n[nH]c(-c2ccco2)n1	-3.4	3.1	0.7	4.8	-0.4	2.7	0.0	-8.0	6.7
COc1ccccc1/C=C/C(=O)OCC(=O)NCCC1=CCCCC1	0.5	-0.4	1.3	-1.4	0.1	-4.3	-0.1	2.6	-3.2
CN(C)S(=O)(=O)c1ccc(C(=O)OCCn2cnc3c2c(=O)n(C)c(=O)n3C)cc1	-0.8	0.3	0.4	-1.2	-1.4	-2.1	0.0	-6.6	0.3
COc1ccc(C)cc1N(C(=O)CNC(=O)c1ccco1)C(C(=O)NC1CCCC1)c1cccnc1 (stereo not drawn)	-2.4	-4.2	/	4.9	2.1	0.9	-1.1	-1.1	9.5
Cc1ccccc1N1CCN(C2CCCN(C(=O)c3ccnn3C)C2)CC1 (stereo not drawn)	-3.7	-1.0	2.5	-0.1	-0.2	10.3	-0.8	0.4	7.5
CC(=O)NCCC(=O)Nc1cc(S(=O)(=O)N2CCCCC2)ccc1Oc1cccc(C)c1	-3.0	-3.6	0.0	1.8	-0.3	30.8	-2.4	-5.2	14.2
COc1ccc(CC(=O)O/N=C(\N)c2ccccn2)cc1OC	0.6	-2.1	1.5	3.3	-1.2	10.7	-2.6	3.1	-8.4
CCOc1cccc(N2C(=O)CC(N3CCN(c4nc5ccccc5s4)CC3)C2=O)c1 (stereo not drawn)	-1.8	-3.2	/	4.0	0.3	28.6	-1.0	-11.6	-7.9
COc1ccc(C(C)NC(=O)c2ccncc2)cc1 (stereo not drawn)	-1.9	14.9	0.2	3.4	0.1	0.7	2.9	6.9	8.5
Cc1cc(C)cc(C(=O)N(Cc2ccco2)c2c(N)n(Cc3ccccc3)c(=O)[nH]c2=O)c1	-0.5	/	1.2	-11.1	0.1	0.5	/	/	-3.8
O=C(NNC(=O)c1ccc(O)cc1O)c1ccc(-c2ccccc2)cc1	-1.7	7.6	0.1	0.0	0.5	-9.2	-3.0	9.6	3.0
C[N+](C)(C)C/C=C1/COCO1	-2.0	-0.6	/	-9.4	0.9	-2.9	-0.5	4.8	0.4
CC1CCN(C(=O)Cn2c(=O)n(Cc3ccco3)c(=O)c3sccc32)CC1	-2.9	-1.6	1.1	0.5	-0.7	1.9	3.3	9.3	-11.4
Next part:
SMILES	FadD28 FP inh	Anthrax LF prot	TcdB GH inh	PrPC TRFRET	PfHsp40 yeast	Yp Topo-I inh	BoNT-A LC inh2	BoNT F protease	CCHF vOTU inh
COC(=O)c1c(S(=O)(=O)N2CCOCC2)c(C)n(C)c1C	-2.1	-3.6	0.4	-1.4	5.0	8.4	-1.1	-6.0	0.5
Cc1ccc(C2=NCCn3c2c2ccc([N+](=O)[O-])cc2[n+]3[O-])cc1	-0.6	6.3	2.1	-21.6	3.7	3.5	4.3	-8.0	16.8
CN1CCN(c2ccc(S(=O)(=O)N3CCCCC3)cc2[N+](=O)[O-])CC1	-0.9	-3.8	1.8	-5.9	-1.3	-1.9	-0.1	-6.0	-0.4
COc1ccc(Cl)cc1N1C(=N)SCC1=O	-2.3	-5.3	3.5	0.0	-2.8	4.0	0.7	4.5	-3.8
CCOc1cc(N(CC)CC)ccc1/C=C(/C#N)c1nc2ccccc2[nH]1	-0.5	0.4	/	-2.2	2.3	-8.5	-3.7	41.5*	-2.0

Grouped by structure, those above containing a cyano group (3)
SMILES	FadD28 FP inh	Anthrax LF prot	TcdB GH inh	PrPC TRFRET	PfHsp40 yeast	Yp Topo-I inh	BoNT-A LC inh2	BoNT F protease	CCHF vOTU inh
N#Cc1cnn(Cc2ccc(Cl)cc2)c1N	-1.0	-4.1	/	5.9	-0.5	-9.0	-1.6	-2.8	3.9
Cn1nccc1C(=O)NC(=S)Nc1sc2c(c1C#N)CCCCC2	-2.0	-0.5	/	-2.0	0.1	7.7	-0.6	-10.1	-9.1
CCOc1cc(N(CC)CC)ccc1/C=C(/C#N)c1nc2ccccc2[nH]1	-0.5	0.4	/	-2.2	2.3	-8.5	-3.7	41.5*	-2.0
